Screens deposited in PubChem by National Center for Advancing Translational Sciences (NCATS).
HCMV antiviral: qHTS Assay for inhibitors of the human cytomegalovirus (HCMV); actives 4.5% (n = 410,000); activity change, negative = inhibition, % at 57.5 µM; AID 1259415, 2018; HFF cells, HCMV-luciferase reporter, 72 h; active compounds read low; in the data active = activity change below about -60%; inconclusive = no clear call, values can overlap the other calls; inactive = above about -39%
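Two-dose cell screen: HFF monolayers treated with compounds and infected with luciferase-expressing HCMV at 1 PFU/cell, 72 h at 37C, then lysed for luciferase measurement.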
FBPA Giardia inh: qHTS Assay for Inhibitors of Fructose-1,6-bisphosphate Aldolase from Giardia Lamblia; A8B2U2; purified Giardia FBPA; Potency, µM (top dose mostly 59.6 µM), for the others: top-dose activity, negative = inhibition, actives largely listed as inhibitors; actives 0.71% (n = 290,000); AID 2451, 2010; note: potency is the fitted concentration of half-maximal effect; nearly all actives have a fitted effect of over 55% in size
Target sequence (A8B2U2 whole entry, looked up): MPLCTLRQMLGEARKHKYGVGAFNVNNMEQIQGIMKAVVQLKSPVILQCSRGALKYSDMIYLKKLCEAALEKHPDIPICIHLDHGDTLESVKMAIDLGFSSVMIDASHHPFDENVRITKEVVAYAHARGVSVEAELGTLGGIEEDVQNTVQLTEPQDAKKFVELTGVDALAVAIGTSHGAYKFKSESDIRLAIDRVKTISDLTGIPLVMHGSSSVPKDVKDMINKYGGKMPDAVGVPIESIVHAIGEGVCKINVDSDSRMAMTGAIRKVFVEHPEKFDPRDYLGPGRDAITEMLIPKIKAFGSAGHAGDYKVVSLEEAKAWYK
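Giardia FBPA (40 nM reagent) was preincubated 10 min at RT with compound (up to 57.5 uM final), then substrate plus GAPDH/TPI/NAD/arsenate coupling system with diaphorase/resazurin was added; resorufin fluorescence (525/598 nm) was read after 20 min.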
AmpC no deterg: qHTS Inhibitors of AmpC Beta-Lactamase (assay without detergent). AmpC nitrocefin hydrolysis, absorbance 480 nm, 0.0001% Triton. AID 485341, 2010. actives 0.52% (n = 330,000). Potency, µM (series often up to 57.1 µM), for inactives: top-dose activity change, negative = inhibition, actives largely listed as inhibitors. P00811;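 note: potency is the fitted concentration of half-maximal effect; plate controls were no compound for no effect and no enzyme for full effect; nearly all actives have a fitted effect of over 20% in size; some results filed as inactive show a strong effect at the top dose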
Target sequence (P00811 whole entry, looked up): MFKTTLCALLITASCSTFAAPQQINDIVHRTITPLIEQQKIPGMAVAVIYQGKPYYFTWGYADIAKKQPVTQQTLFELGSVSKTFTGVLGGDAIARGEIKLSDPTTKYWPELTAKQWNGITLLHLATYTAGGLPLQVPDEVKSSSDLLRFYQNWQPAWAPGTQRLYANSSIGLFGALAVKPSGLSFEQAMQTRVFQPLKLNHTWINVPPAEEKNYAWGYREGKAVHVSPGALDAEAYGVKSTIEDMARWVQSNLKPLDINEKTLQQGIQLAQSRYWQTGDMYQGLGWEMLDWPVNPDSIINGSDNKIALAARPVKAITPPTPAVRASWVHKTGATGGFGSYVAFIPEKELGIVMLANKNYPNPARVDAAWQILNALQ
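20 mM phosphate pH 7.0 + 0.01% (detergent screen) or 0.0001% Triton X-100; 5.3 nM AmpC reagent; cpd preinc 15 min RT; nitrocefin (800 uM stock) to start; A480 q20 s × 4 min; Activity was normalised to no-enzyme and no-compound control wells.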
AMA1-RON2 inh: qHTS for Inhibitors of AMA1-RON; Towards Development of Antimalarial Drug Lead: Primary Screen; Potency, µM (top dose mostly 58.2 µM), for the others: at the highest dose activity change, negative = inhibition, actives largely listed as inhibitors; actives 0.2% (n = 360,000); Plasmodium falciparum AMA1 (3D7) - RON2 peptide interaction; AlphaScreen AMA1-biotinylated RON2 peptide binding;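 note: potency is the fitted concentration of half-maximal effect; 0% = vehicle wells and -100% = peptide control; nearly all actives have a fitted effect of over 45% in size; some results filed as inactive show a strong effect at the top dose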
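AMA1 (3D7) with his tag at 25 nM final met compounds first, then biotinylated RON2 peptide at 25 nM; detection used donor plus acceptor beads, 10 µg/mL apiece, read by AlphaScreen after 30 min at room temperature.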
AmpC inh detg: qHTS Inhibitors of AmpC Beta-Lactamase (assay with detergent); actives 0.041% (n = 370,000); P00811; AmpC hydrolysis of nitrocefin, absorbance 480 nm, 0.01% Triton; Potency, µM (series often up to 114 µM), inactives show at the highest dose activity change, negative = inhibition, actives largely listed as inhibitors;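 note: potency is the fitted concentration of half-maximal effect; 0% = no-compound wells and -100% = no-enzyme wells; nearly all actives have a fitted effect of over 25% in size; some results filed as inactive show a strong effect at the top dose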
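20 mM phosphate pH 7.0 + 0.01% (detergent screen) or 0.0001% Triton X-100; 5.3 nM AmpC reagent; cpd preinc 15 min RT; nitrocefin (800 uM stock) to start; A480 q20 s × 4 min; Activity was normalised to no-enzyme and no-compound control wells.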
Sm TGR inh: qHTS Assay for the Inhibitors of Schistosoma Mansoni Peroxiredoxins | Schistosoma mansoni thioredoxin glutathione reductase (TGR), Q962Y6 | Potency, µM (top dose mostly 114 µM), without a hit: at the top dose activity change, negative = inhibition, hits mostly inhibitors | AID 485364, 2010 | purified TGR, DTNB reduction, TNB absorbance 405 nm | actives 3% (n = 360,000); note: potency is the fitted concentration of half-maximal effect; nearly all actives have a fitted effect of over 60% in size
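First, TGR (20 nM dispensed) and NADPH were mixed with compound. Second, a 15 min room-temperature incubation followed. Third, further NADPH and then DTNB were added to start the reaction. Finally, TNB absorbance was monitored kinetically.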
The depositor's hits bear a star; ? = inconclusive; nt = no result given; & = joins results of further samples; [ ] = dose if it differs, or a comment. Unless noted, calls come from the whole dose curve; as a rule, active = well fitted curve in the direction sought with a large enough effect; inconclusive = small, poorly fitted or top-dose-only effect, or another doubt; inactive = no such curve, though single readings can be large; an effect the other way counts as inactive or inconclusive. Unless noted, % is set by controls: 0 for no effect and ±100 for the full control effect.

1	Cc1cc(NC(=O)C2CCC(CNS(=O)(=O)c3ccc(Br)s3)CC2)ccc1Br (stereo unspecified)
2	O=C(CN1CCC(NC(=O)c2ccc(F)cc2)CC1)NCc1ccccc1F
3	Brc1ccccc1C1N=C(c2ccccc2)NO1 (stereo unspecified)
4	O=C(O)c1ccccc1-c1ccccc1C(=O)Nc1ccccc1-c1ccccc1
5	O=C(NCCN1CCOCC1)c1cc2ccccc2oc1=O
6	Cc1nc2ccccc2n1C1CCN(C(=O)Nc2ccccc2)CC1
7	Cc1ccccc1NC(=O)c1ccc2c(O)c(S(=O)(=O)c3ccccc3)c(=O)[nH]c2c1
8	CN1CCc2c(sc(NC(=O)CS(=O)(=O)c3ccccc3)c2C(N)=O)C1
screen / no.	1	2	3	4	5	6	7	8
HCMV antiviral	-5	8	62	-1	-20	-22	-30&-6	-6
FBPA Giardia inh	nt	3%	6%	3%	2%	0%	?	nt
AmpC no deterg	nt	-15%	-20%	-4%	-9%	18%	-31%	-10%
AMA1-RON2 inh	nt	20%	14%	10%	5%	0%	-10%	-2%
AmpC inh detg	14%	-11%	-7%	-6%	2%	-1%	-8%&15%	?
Sm TGR inh	1%	-2%	?	-15%	1%	nt	-7%&1%	-7%

Four of the compounds above, tab-delimited.
entry	Molecule	HCMV antiviral	FBPA Giardia inh	AmpC no deterg	AMA1-RON2 inh	AmpC inh detg	Sm TGR inh
2	O=C(CN1CCC(NC(=O)c2ccc(F)cc2)CC1)NCc1ccccc1F	8	3%	-15%	20%	-11%	-2%
3	Brc1ccccc1C1N=C(c2ccccc2)NO1 (stereo unspecified)	62	6%	-20%	14%	-7%	?
4	O=C(O)c1ccccc1-c1ccccc1C(=O)Nc1ccccc1-c1ccccc1	-1	3%	-4%	10%	-6%	-15%
5	O=C(NCCN1CCOCC1)c1cc2ccccc2oc1=O	-20	2%	-9%	5%	2%	1%

More compounds.
9	Fc1cccc(/C=N/n2c(C3CCCCC3)n[nH]c2=S)c1
10	O=P(CCl)(Nc1ccccc1)C(Cl)(Cl)Cl (stereo unspecified)
11	COc1ccc(C(=O)c2c(O)cc(-c3ccc(OC)cc3)oc2=O)cc1
12	Cc1cc(C)n(-c2nnc(C)n2NS(=O)(=O)c2ccc(F)cc2)n1
13	Cc1ccc(-c2nnc(-c3ccncc3)n2-c2ccc(C)cc2)cc1
14	Brc1cc2c(cc1/C=N/Nc1nc3ccccc3s1)OCO2
15	COc1ccccc1C(=O)NC(C)c1cccc2ccccc12 (stereo unspecified)
16	CN(C)S(=O)(=O)c1cccc(NC(=S)NC(=O)c2ccco2)c1
screen / no.	9	10	11	12	13	14	15	16
HCMV antiviral	36	-19	?	-23	8	-5	-25	42
FBPA Giardia inh	0%	1%	25%	-27%	11%	0%	-5%	nt
AmpC no deterg	-13%	-26%	-33%	-19%	17%	-6%	-27%	-7%
AMA1-RON2 inh	94%[activator]	-13%	4%	-14%	-4%	66%[activator]	14%	45%[activator]
AmpC inh detg	10%	5%	?	-6%	-2%	-2%	5%	0%
Sm TGR inh	0%	-3%	-12%	3%	-1%	4%	11%	?

17	COc1cc2sc3cc(NCc4ccc(C)o4)ccc3c(=O)c2cc1OC
18	Cc1ccccc1NC(=O)c1ccno1
19	Cc1ccc2oc(-c3cc(NC(=O)/C=C/c4ccco4)ccc3Cl)nc2c1
20	CCN1CCN(c2ncc3c(n2)CCN(Cc2ccc(C)s2)C3)CC1
21	Cc1ccc(OCC(=O)N2CCN(Cc3cccnc3)CC2)cc1
22	OC1(c2cccc(C(F)(F)F)c2)CCN(Cc2nc(-c3cnccn3)no2)CC1
23	Cc1ccc(C(=O)C2CCNCC2)cc1
24	OC(Cc1nc2ccccc2[nH]1)c1ccccc1Cl (stereo unspecified)
screen / no.	17	18	19	20	21	22	23	24
HCMV antiviral	210	-38	-13	-1	?	4	39	39
FBPA Giardia inh	nt	-10%	nt	nt	?	0%	-16%	3%
AmpC no deterg	117%[activator]	-36%	nt	nt	-3%	27%	-3%	-21%
AMA1-RON2 inh	-7%	-12%	nt	nt	?	2%	-4%	-4%
AmpC inh detg	nt	2%	9%	0%	?	-3%	-4%	-10%
Sm TGR inh	nt	0%	?	-7%	-7%	6%[57.1 µM]	1%	-2%

Random excerpt: 2 records from the list
18	Cc1ccccc1NC(=O)c1ccno1
23	Cc1ccc(C(=O)C2CCNCC2)cc1
screen / no.	18	23
HCMV antiviral	-38	39
FBPA Giardia inh	-10%	-16%
AmpC no deterg	-36%	-3%
AMA1-RON2 inh	-12%	-4%
AmpC inh detg	2%	-4%
Sm TGR inh	0%	1%

(more compounds)
25	CN(C)c1ccc(-c2nn3c(-c4ccccc4Cl)nnc3s2)cc1
26	O=C(Nc1ccccc1N1CCOCC1)c1ccc([N+](=O)[O-])cc1
27	CCOc1cc(C(=O)OCc2ccc(OC)cc2)ccc1OCC(=O)N1CCOCC1
28	Cc1cc(NC(=O)CCl)on1
29	Cc1nnc(NC(=O)c2cccc(S(=O)(=O)N3CCN(C)CC3)c2)s1
30	COc1ccc(-c2nc(NC(=O)c3ccccc3)sc2-c2ccc([N+](=O)[O-])cc2)cc1
31	COc1ccc(-n2c(=O)c3c4c(sc3n3c(SCCC(C)C)nnc23)COC(C(C)C)C4)cc1 (stereo unspecified)
32	Cc1ccc(C)c(/C=C/C(=O)c2ccccc(=O)c2O)c1
screen / no.	25	26	27	28	29	30	31	32
HCMV antiviral	-74*	-101*	3	-68*	0	3	4	-101*
FBPA Giardia inh	1%	7%	nt	-19%	nt	-2%	nt	?
AmpC no deterg	-28%	-23%	245%[activator]	-18%	-8%	-24%	nt	-32%
AMA1-RON2 inh	49%[activator]	-23%	0%	1%	-4%	-11%	nt	33%[activator]
AmpC inh detg	-13%	-10%	-3%	3%	-10%	?	10%	-1%
Sm TGR inh	-6%	-28%	-5%	16µM*	3%	-23%	9%	13µM*

33	c1csc(C(c2nnnn2C2CCCCC2)N2CCN(c3nc4ccccc4s3)CC2)c1 (stereo unspecified)
34	Cc1cc(C)c(C)c(OCC(=O)N2CCCCCC2)c1
35	Cc1cc(O)c(C=Nc2cccc(Cl)c2)c(=O)o1
36	CCOC(=O)C1=C(C)N=c2s/c(=C\c3ccc(OCC(=O)O)cc3)c(=O)n2C1c1ccc(Cl)cc1 (stereo unspecified)
37	COc1cc(OC)cc(C(=O)N[C@H](C(=O)Nc2nc(-c3ccc(F)c(F)c3)cs2)C(C)C)c1
38	CCc1cccc(C)c1NC(=O)C1CCCN1S(=O)(=O)c1cccc2nsnc12 (stereo unspecified)
39	CCC(=O)Nc1ccc(NC(=O)CSc2nnnn2-c2cccnc2)cc1C
40	Cc1cccc(N2C(=O)CC(Sc3nc(C)cc(C)n3)C2=O)c1 (stereo unspecified)
screen / no.	33	34	35	36	37	38	39	40
HCMV antiviral	-15	14	21	-23	-23	-4	32	-37
FBPA Giardia inh	3%	5%	-14%	4%	-1%	nt	nt	7%
AmpC no deterg	-9%	4%	-31%	111%[activator]	-28%	nt	-9%	-10%
AMA1-RON2 inh	5%	4%	1%	23%	4%	nt	-4%	-17%
AmpC inh detg	?	-3%	?	-10%	-5%	-7%	-5%	-8%
Sm TGR inh	1%	1%	-33%	-52%	-13%	0%	3%	0%

41	Cn1c(SCC(=O)N/N=C/c2ccc([N+](=O)[O-])s2)nnc1-c1ccc(Cl)cc1
42	COc1ccc(-c2cc(=O)oc3cc(OCC(=O)N(C)C4CCS(=O)(=O)C4)ccc23)cc1 (stereo unspecified)
43	COc1ccc(N(C)S(=O)(=O)c2c(C)noc2C)c(OC)c1
44	COc1cnn(Cc2ccccc2)c(=O)c1SCc1ccccc1
45	CN(C)C(=O)CSc1nnc([C@H](Cc2c[nH]c3ccccc23)NC(=O)OC(C)(C)C)o1
46	CCOC(=O)c1ccc(CNC(=O)c2n[nH]c(=O)c3ccccc23)o1
47	Cn1c(=O)c2c(-c3cccc(Br)c3)n(C(C)(C)CO)cc2n(C)c1=O
48	CCC(C(=O)Nc1ccccc1C(=O)OC)n1c(C)c2cnn(-c3ccccc3)c(=O)c2c1C (stereo unspecified)
screen / no.	41	42	43	44	45	46	47	48
HCMV antiviral	-33	4	?	4	23	-29	-2	-3
FBPA Giardia inh	-3%	2%	0%	6%	-14%	-4%	nt	nt
AmpC no deterg	-17%	165%[activator]	-2%	-17%	81%[activator]	-22%	nt	nt
AMA1-RON2 inh	23%	0%	6%	4%	-4%	5%	nt	nt
AmpC inh detg	-11%	2%	3%	?	-9%	-6%	28%	24%
Sm TGR inh	?	-3%	2%	1%	-3%	1%	-1%	0%

49	CCOC(=O)C1CCN(CCC(=O)Nc2ccccc2)CC1
50	O=C(CN(C(=O)c1ccc2c(c1)OCCO2)c1ccccc1)NCC1CCCO1 (stereo unspecified)
51	Cn1cccc1-c1cc2n(n1)CCC(=O)N2CCCC(=O)NCc1cccc(Cl)c1
52	CCOc1ccc(CCNC(=O)NCc2noc3ccc(C)cc23)cc1
53	COCCCn1c(SCc2cccc(C(F)(F)F)c2)nc2cc(OC)c(OC)cc2c1=N
54	O=C(c1ccco1)N1CCN(C(=O)C2(S(=O)(=O)c3ccc(Cl)cc3)CC2)CC1
55	COCc1cc(Sc2ccc(Cl)cc2Cl)nc(-c2ccccc2)n1
56	CC(=O)N(CCc1ccccc1)Cc1cc2cc(C)ccc2[nH]c1=O
57	CCCN(CC(=O)Nc1ccccc1C)C(=O)C1CC(=O)N(c2ccccc2C(C)CC)C1 (stereo unspecified)
screen / no.	49	50	51	52	53	54	55	56	57
HCMV antiviral	-5	12	0	-5	-8	26	-13	-18	0
FBPA Giardia inh	7%	1%	nt	nt	-4%	6%	1%	1%	nt
AmpC no deterg	-2%	1%	nt	nt	194%[activator]	5%	-38%	19%	143%[activator]
AMA1-RON2 inh	1%	23%	nt	nt	-3%	0%	-1%	-11%	74%[activator]
AmpC inh detg	1%	-16%	10%	3%	-5%	-1%	-13%	-14%	2%
Sm TGR inh	-24%	-30%	-22%	1%	0%	1%	18%	3%	-18%
